PriA SSB inh: inhibitors of Klebsiella pneumoniae PriA binding to SSB C-terminal tail, primary screen, biochemical, AlphaScreen; PriA–SSB C-terminal tail interaction (Klebsiella pneumoniae); AlphaScreen SSBct-PriA binding, biotinylated peptide; inhibition, % at 33 µM; actives 0.6% (n = 430,000); AID 1272365, 2023; in the data active = inhibition mostly above about 37%, no sharp cut-off; inactive = mostly below about 20%;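 note: plate controls were negative control peptide for no effect and reference peptide for full effect; strong numbers were not always called active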
Y pestis TopoI: Yersinia pestis topoisomerase I inhibitors, primary screen, biochemical, cleavage product accumulation, plate reader, single point. DNA topoisomerase I (Yersinia pestis CO92). Y. pestis Topo-I cleavage product accumulation. activity, % at 10 µM. actives 0.064% (n = 360,000). AID 504884, 2011; in the data active = activity above about 50%, passing the limit was not always enough; note: inactives centre near 2
DUSP3 inh: VHR1 phosphatase inhibitors, primary screen, biochemical, absorbance, uHTS. recombinant VHR phosphatase, pNPP absorbance. AID 1654, 2009. inhibition, % at 13.3 µM. actives 0.52% (n = 290,000). Dual specificity protein phosphatase 3 (Homo sapiens), P51452; in the data active = inhibition above about 50%; note: some compounds called inactive have numbers as strong as hits
Target sequence (P51452 whole entry, looked up): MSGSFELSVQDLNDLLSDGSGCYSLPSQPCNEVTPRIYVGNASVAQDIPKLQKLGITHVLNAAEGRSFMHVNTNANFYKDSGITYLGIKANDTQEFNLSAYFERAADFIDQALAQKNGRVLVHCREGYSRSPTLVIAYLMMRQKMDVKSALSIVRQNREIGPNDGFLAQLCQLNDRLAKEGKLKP
TcdB GH inh: TcdB glycohydrolase inhibitors, primary screen, biochemical, single point, plate reader | TcdB glycohydrolase enzymatic assay | AID 652162, 2013 | inhibition, % at 9.99 µM | Toxin B (Clostridioides difficile), P18177 | actives 0.24% (n = 350,000); in the data active = inhibition above about 10%
MazEF act: activators of E. coli MazEF toxin-antitoxin RNase, primary screen, biochemical, fluorescence, uHTS; FAM/BHQ RNA-DNA oligo cleavage fluorescence, 5 h; activation, % at 20 µM; actives 0.32% (n = 350,000); AID 504720, 2011; in the data active = activation above about 50%
Target sequence (P0AE70 whole entry, looked up): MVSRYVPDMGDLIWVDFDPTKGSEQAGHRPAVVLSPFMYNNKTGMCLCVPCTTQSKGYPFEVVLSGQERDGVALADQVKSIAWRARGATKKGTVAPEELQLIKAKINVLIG
PrPC TRFRET: inhibitors of human cell surface prion protein PrPC, primary screen, cell-based, TR-FRET. TR-FRET read-out. Major prion protein (Homo sapiens), P04156. AID 720596, 2013. inhibition, % at 13.8 µM. actives 0.43% (n = 370,000); in the data active = inhibition above about 24%; note: 0% = median of the test wells and 100% = reference compound wells
SARS 3CLpro inh: SARS-CoV 3CLpro protease inhibitors, primary screen, biochemical, quenched FRET. Replicase polyprotein 1ab (Severe acute respiratory syndrome coronavirus), P0C6X7. recombinant SARS-CoV 3CLpro, quenched FRET peptide cleavage. inhibition, % at 6 µM. actives 0.14% (n = 290,000). AID 1706, 2009; in the data active = inhibition above about 12%
CCHF vOTU inh: CCHFV vOTU protease inhibitors, primary screen, biochemical, Pep-AMC substrate, fluorescence | Crimean-Congo hemorrhagic fever virus L polyprotein viral ovarian tumor (vOTU) protease … | inhibition, % at 11.5 µM | actives 0.55% (n = 370,000) | AID 651958, 2012; in the data active = inhibition above about 30%; note: 0% = vehicle wells with enzyme and 100% = no enzyme wells
BH1578 lux ind: inducers of Vibrio cholerae quorum light production without autoinducers, primary screen, BH1578 luxS cqsA deficient, single point. V. cholerae BH1578 lux reporter, luminescence, 6 h. activation, % at 18.7 µM. actives 0.16% (n = 350,000); in the data active = activation mostly above about 9.7%, no sharp cut-off; note: not every result past the cut was called active; inactives centre near 0; reference of the scale not given here
Rv3671c protease: Rv3671c serine protease inhibitors, primary screen, biochemical, fluorescence polarization, M. tuberculosis H37Rv; P9WHR9; inhibition, % at 5.96 µM; actives 0.048% (n = 320,000); AID 2606, 2010; in the data active = inhibition above about 38%;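 note: extracellular domain of Rv3671c used as enzyme; 0% = enzyme with DMSO and 100% = no enzyme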
Target sequence (P9WHR9 whole entry, looked up, the tested form may be a part): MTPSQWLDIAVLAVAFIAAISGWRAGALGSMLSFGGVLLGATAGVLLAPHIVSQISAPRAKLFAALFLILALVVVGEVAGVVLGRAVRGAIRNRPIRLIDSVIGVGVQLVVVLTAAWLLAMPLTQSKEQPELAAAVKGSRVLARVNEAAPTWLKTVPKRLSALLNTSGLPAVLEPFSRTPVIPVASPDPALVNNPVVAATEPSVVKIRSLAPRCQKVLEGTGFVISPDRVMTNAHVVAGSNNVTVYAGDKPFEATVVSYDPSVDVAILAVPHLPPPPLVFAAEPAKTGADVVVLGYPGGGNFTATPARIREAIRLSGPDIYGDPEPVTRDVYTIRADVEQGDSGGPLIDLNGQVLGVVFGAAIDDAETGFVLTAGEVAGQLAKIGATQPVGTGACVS
The depositor's hits bear a star; i = inactive; x = no result given; & = joins results of further samples.

SMILES	PriA SSB inh	Y pestis TopoI	DUSP3 inh	TcdB GH inh	MazEF act	PrPC TRFRET	SARS 3CLpro inh	CCHF vOTU inh	BH1578 lux ind	Rv3671c protease
Cc1ccccc1CNC(=O)c1ccc2nc(N3CCOCC3)sc2c1	-5	20	13	0.2	6	-2	-5	0	-0.1	-10
CCCc1nc(Cl)c(C#N)c2c1CCCC2	-32	-2	13	1.8	-1	-2	-3	-13	0.5	1
O=C(Nc1ccccc1N1CCCCC1)c1ccccc1F	-52	43	3	x	0	-8	-3	4	i	-7
Cc1ccc(-c2cc(C(F)(F)F)n3ncc(C(=O)N4CCCc5ccccc54)c3n2)cc1	-14	-1	27	-0.1	33	6	5	9	i	3
CC(C)N(CCO)C(=O)CCc1nnc(Cc2cccc(C(F)(F)F)c2)o1	-1	6	34	x	10	5	0	-6	4.2	-3
C/C(=N\NC(=O)C1CCCN(S(=O)(=O)c2ccccc2)C1)c1cccnc1 (stereo unspecified)	x	6	5	x	4	14	1	9	x	6
CCOc1ccc(S(=O)(=O)N2CCN(C(=O)c3cccn3C)CC2)cc1	1	6	13	2.2	-3	-1	-3	6	i	4
C=Cn1ccnc1P(=S)(c1ccc(Cl)cc1)c1nccn1C=C	-1	9	0	1.3	5	3	1	-9	-4.2	-8
O=[N+]([O-])c1cccc(/C=C2\CCC(/C=N/Nc3ccc4ccccc4n3)=C2N2CCOCC2)c1	x	-6	-2	-0.5	9	-4	4	-2	-0.3	10
Cc1cc(C)n(CC(=O)N2c3ccccc3Sc3ccccc32)n1	-14	5	21	x	3	0	-3	-5	-7.7	-4
COc1ccc(NC(=O)COC(=O)Cc2c[nH]c3ccccc23)cc1OC	1	-2	20	2.4	-1	7	-4	-5	1.4	-9
COc1ccc(OC)c(-n2nnnc2SCC(=O)NCCc2ccccc2)c1	0	-7	27	x	-7	-4	-2	-5	0.9	0
CCc1ccccc1NC(=O)COc1ccc(C(=S)N2CCCC2)cc1	-8	0	4	0.5	7	2	5	0	-0.3	-7
Cc1nc(-c2coc3c(CN(C)C)c(O)ccc3c2=O)cs1	-5	-5	17	x	-3	8	1	-65	i	-6
CCc1nnc(NS(=O)(=O)c2ccc(N/C=C\C(=O)c3cccc(OC)c3)cc2)s1	-6	13	14	-0.6	0	5	2	2	i	-5
CC(c1ccco1)N(C(=O)c1cccs1)c1ccccn1 (stereo unspecified)	-4	1	11	x	7	-2	-6	6	-3.2	2
CCCCN(C(=O)c1ccc2c(c1)OCO2)c1ccccc1	-10	11	17	-0.2	13	-8	3	10	i	-5
C=CCNc1ncnc2c1ncn2[C@H]1CN(Cc2ccco2)C[C@@H](CO)O1	x	0	x	1.3	x	3	x	6	3.0	x
COc1cccc(C(=O)Nc2cccc(-c3ccc4nncn4n3)c2)c1OC	-2	10	31	1.1	7	-8	0	3	-0.4	-3
Cc1ccc(C2=NN(C(=O)CCC(=O)O)C(c3ccc4c(c3)OCO4)C2)cc1 (stereo unspecified)	-3	8	9	-0.9	-1	-3	3	-7	-2.0	3
CCS(=O)(=O)c1nc(S(=O)(=O)c2ccc(Cl)cc2)c(NCCN2CCOCC2)s1	1	-10	10	0.9	7	-2	-1	18	i	-13
CC(C(=O)OCc1nnc(-c2ccccc2)o1)N1C(=O)C2CCCCC2C1=O (stereo unspecified)	-10	0	2	-3.3	5	1	-1	-9	-0.9	0
O=C(Cn1cc2c(n1)CCCCC2)Nc1ccccc1Br	-11	17	36	0.7	-3	2	1	-3	i	4
O=C(O)c1ccc(-n2nnnc2Oc2ccccc2C(=O)N2CCOCC2)cc1	-5	1	-4	x	8	0	-2	-2	-0.4	0
CCSCCc1nnc(NC(=O)Nc2cccc(C(F)(F)F)c2)s1	-5	7	26	0.4	1	-1	1	5	-0.2	-14
CCN(CC)C(=O)n1cnc(-c2ccccc2)c1-c1ccccc1	-4	8	-6	-0.2	0	2	2	-2	3.4	13
COc1cc2c(cc1NC(=O)Nc1ccc(C)cc1)oc1ccccc12	-2	-15	2	x	8	16	6	5	-6.7	-13
NS(=O)(=O)c1cccc(NC(=O)Cn2nc(C(=O)O)c3ccccc3c2=O)c1	7	2	1	1.2	-26	-3	-2	-2	0.1	-3
CCCOc1ccccc1C1NC(=O)NC(C)=C1C(=O)OCCOCC (stereo unspecified)	-1	5	26	x	1	-1	0	8	x	4
O=C(Nc1nc(C2C3CC4CC(C3)CC2C4)cs1)c1cc2cc([N+](=O)[O-])ccc2oc1=O (stereo unspecified)	-7	0	-7	x	1	3	-4	19	-1.7	-5
O=C(CCc1nc2ccccc2c(=O)[nH]1)Nc1cccc(S(=O)(=O)N2CCCCC2)c1	-11	5	x	1.1	10	2	x	-5	1.2	6
CC1=NN(c2ccccc2)C(=O)C1CCC#N (stereo unspecified)	x	0	x	-0.4	x	-4	x	-23	0.3	x
c1ccc(CCCNCCCn2cnc3c(OCc4ccccc4)ncnc32)cc1	-4	5	x	-1.5	25	-17	x	-4	-0.5	x
Cc1ccc(NC(=S)NNc2ncc(C(F)(F)F)cc2Cl)cc1	2	12	19	x	4	-4	-2	27	i	12
O=C(O)c1ccc2c(=O)[nH]c(CCl)nc2c1	7	1	30	-0.2	1	0	2	3	i	0
Cc1ccc(CSCCNS(C)(=O)=O)cc1	-13	9	-6	x	3	-7	-1	-6	-0.4	-4
COCCOC(=O)/C=C1/NC(=O)CS1	-24	-12	-1	x	-5	-2	-4	-2	-0.2	-5
O=S(=O)(Nc1cccc(-c2nc3cccnc3s2)c1)c1cccs1	-20	-10	25	0.1	6	-2	2	1	0.1	-13
COc1ccc(S(=O)(=O)N2CCC(N3CCN(Cc4ccccc4)CC3)CC2)cc1	-4	21	-3	0.2	3	-10	1	-4	i	-5
O=C(CCN1CCN(c2ccccc2F)CC1)Nc1ccccc1F	-8	7	22	x	6	12	4	4	i	-4
Cn1c(=O)c2c(ncn2CC(=O)OCC(=O)Nc2ccccc2)n(C)c1=O	-4	-4	18	1.8	11	4	8	-3	-0.3	0
COc1ccc(CCCc2nnc(SCC(=O)Nc3ccc(OC)cc3)o2)cc1	-7	24	47	0.4	-11	3	4	14	-0.1	4
CC(=O)c1cccc(-c2ccnc3c2CC(C(=O)Nc2ccccc2)O3)c1 (stereo unspecified)	x	10	x	-5.4	x	11	x	-4	-0.7	x
Cc1ccc(NC(=O)CCC(=O)c2ccc(F)cc2)cc1Cl	5	-3	32	x	-2	3	0	-8	i	-6
CS(=O)(=O)N(CC(=O)Nc1ccc(F)cc1)C1CCCCC1	3	2	-19	0.6	4	9	6	-3	-0.7	7
Cc1sc2nc(C(C)(C)C)oc(=O)c2c1C	-4	10	8	2.1	4	x	-6	x	i	10
O=C(N/N=C/c1ccoc1)c1ccccc1F	x	8	15	1.5	0	-2	-6	9	-1.7	0
Cc1c(Br)cnn1C(C)C(=O)N1CCN(c2ccccc2F)CC1 (stereo unspecified)	-3	6	x	0.3	-9	-2	x	-5	i	1
CNC(=O)c1c(NC(=O)CCS(=O)(=O)c2ccc(Cl)cc2)sc2c1CCN(C(=O)OC)C2	2&-11	0	x	1.1	-2	-3	x	-10	i	6
CCOC(=O)c1cnc2ccc(C(=O)OC)cc2c1NCCN1CCOCC1	-19	9	14	0.1	-11	3	-3	-21	i	2
CCOC(=O)[C@H]1[C@H]2COc3ccccc3[C@@H]2N2C(=O)c3cc(Cl)ccc3NC(=O)[C@@]12C	-7	-9	x	1.4	2	1	x	0	i	1
CC(C)n1c(N2CCN(C(=O)Nc3ccc(F)cc3F)CC2)nc2ccccc21	-30	18	24	x	2	2	4	8	-1.3	-10
CC(C)(C)NC(=O)CC1C[C@H](C(=O)N2CCCCC2)[C@@]2(C)c3[nH]c4ccccc4c3CCN2C1=O (stereo partly specified)	1	23	x	1.3	1	-7	x	-1	i	-1
O=C(NCCCNC(=O)c1ccco1)c1cccc(F)c1	-24	6	6	0.2	7	0	-6	4	-0.4	-7
Cc1nnc(NC(=O)CCN2C(=O)C3CC=CCC3C2=O)s1 (stereo unspecified)	x	-3	x	0.3	13	1	x	-9	-0.4	x
COc1ccc(Cl)cc1NC(=S)NNC(=O)c1cccs1	1	-3	22	1.4	-2	-8	5	10	i	5
COc1ccc(NC(=O)CSc2nc3ccccc3nc2N2CCOCC2)cc1	6&-3	30	6	-0.4	7	5	3	-2	-0.4	-3
Clc1cccc(-c2ccc(-c3nc4ccccn4c3NCc3ccccc3)cc2)c1	-7	2	x	0.7	-2	10	x	8	-2.2	7
Cc1ccccc1N(C(=O)Cc1cccs1)C(C(=O)NC1CCCCC1)c1cn(C)nc1C (stereo unspecified)	5	34	5	x	-1	4	-2	-15	-0.3	-6
O=C(Nc1cccc2ncccc12)c1ccc(-c2ccc(Cl)cc2Cl)o1	7	2	25	x	-12	11	2	27	-0.2	-12

Other records:
SMILES	PriA SSB inh	Y pestis TopoI	DUSP3 inh	TcdB GH inh	MazEF act	PrPC TRFRET	SARS 3CLpro inh	CCHF vOTU inh	BH1578 lux ind	Rv3671c protease
CCOc1ccc(CCNC(=O)COC(=O)CNC(=O)c2ccc(Br)o2)cc1OCC	2	1	x	-0.6	7	-1	x	8	-1.4	-4
CCCOc1cccc(C(=O)NC(=S)Nc2ccc(N3CCN(C)CC3)cc2)c1	20	13	31	0.0	10	-18	1	2	0.2	-6
CCOc1ccccc1NC(=S)NC(=O)CCc1ccccc1	-19	21	13	0.5	-2	2	-1	17	1.6	x
O=C(c1cnn2ccccc12)N(Cc1ccco1)C1CCCC1	-8	7	0	1.1	4	2	4	-3	-0.1	8
O=C(CSc1nnc(-c2ccccc2)n1C1CCCCC1)N1CCCC1	1	2	-1	x	1	-6	-3	-21	1.5	-1
Clc1ccc(CSc2nnc(-c3ccncc3)s2)cc1	-4	13	3	-0.2	-3	-4	1	6	0.8	-6
O=C(C1=C[C@H](c2ccccc2)C[C@H](OCCCCO)O1)N1CCN(Cc2ccc3c(c2)OCO3)CC1	-2	11	26	1.3	-1	-2	5	1	i	11
O=C(Nc1ccccn1)C1COc2ccccc2O1 (stereo unspecified)	-8	2	13	-0.5	-7	-4	1	2	i	2
N#Cc1ccc2ccn(CC(=O)NCc3ccco3)c2c1	-12	0	12	x	-1	3	5	15	-6.2	6
O=C(Nc1ccc(CSc2ccccc2)cc1)c1ccccc1	-11	-10	18	-0.5	3	-11	3	-2	-1.0	-7

Some of the compounds tested; rates above refer to the full screens.
